Compound activity deposited in PubChem BioAssay by several laboratories.
PKA-R2B activ – PKA-R2B complex activation; 0.079% of 340,000 active; PKA-R2B holoenzyme dissociation, Cy5-IP20 fluorescence polarization; R2B truncated from residue 108, S112A mutant; 0% DMSO only, 100% 113 µM cGMP; AID 504700; P22694+P31323; activation, % at 11.4 µM;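 active means activation above a cutoff set at the mean over all compounds plus 3 SD, cut at about 18% in these data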;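 further: higher means more holoenzyme dissociation and a rise in polarization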
PfHsp90 yeast 2 – reduces growth (ATP signal) of yeast expressing P. falciparum Hsp90; inhibition, % at 9.4 µM; S. cerevisiae expressing PfHsp90, BacTiter-Glo ATP, 48 h; yeast lacking PDR1 and PDR3 efflux regulators; 0.32% of 310,000 active; AID 504621;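 active means every replicate shows inhibition above about 80%, whatever the replicate mean, limit read from the data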;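 further: 0% = DMSO neutral controls and 100% = 20 µM radicicol positive controls; yeast relying on Plasmodium falciparum Hsp90 in place of its own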
PKA-R1A act – activates the PKA-R1A holoenzyme complex | P00514+P68181 | PKA-R1A dissociation, Cy5-IP20 fluorescence polarization; scaled: DMSO 0%, 113 µM cGMP 100% | activation, % at 11.4 µM | 0.083% of 340,000 active;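 active means percent activation above the mean of all tested compounds plus 3 SD, cut at about 19% in these data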;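 further: higher means more PKAc released from R1A so a rise in polarization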
SUMO Mot1 rescue – SUMOylation pathway inhibition by Mot1-301 growth rescue | S. cerevisiae Mot1-301 growth rescue, ATP luminescence, 38.5C; percent above DMSO median, 100 means doubled | growth rescue, % at 18.8 µM | 1% of 320,000 active | AID 2716;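 active means every valid replicate shows activation above 250% relative to neutral control wells; inactive means the rest, any valid replicate at or below 250%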;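 further: OY570 slx delta 5 strain wells were the positive control but not used for scaling; some compounds called inactive have numbers as strong as hits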
Tat transport – blocks Tat-dependent protein export in E. coli | E. coli MC4100 TorA-mCherry Tat export, fluorescence | inhibition, % at 10 µM | 0.036% of 340,000 active;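 active means mean replicate inhibition at least 50% and at least half of replicates individually reaching 50%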;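 further: exported cargo escapes ClpAP degradation while cytoplasmic cargo is degraded and loses fluorescence; 0% = median of neutral control wells and 100% = median of NaSCN control wells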
OPRM1-OPRD1 ag – agonists of human mu-delta opioid receptor heterodimerization; cells, OPRM1-OPRD1 heterodimerization, luminescence; activation, % at 9.3 µM; 0.3% of 340,000 active; AID 504326; in the data active means activation above about 18%;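 further: 0% = vehicle-treated cells and 100% = reference agonist; values of inactives mirror those of a sister screen read the other way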
Target sequence (P35372 whole entry, looked up): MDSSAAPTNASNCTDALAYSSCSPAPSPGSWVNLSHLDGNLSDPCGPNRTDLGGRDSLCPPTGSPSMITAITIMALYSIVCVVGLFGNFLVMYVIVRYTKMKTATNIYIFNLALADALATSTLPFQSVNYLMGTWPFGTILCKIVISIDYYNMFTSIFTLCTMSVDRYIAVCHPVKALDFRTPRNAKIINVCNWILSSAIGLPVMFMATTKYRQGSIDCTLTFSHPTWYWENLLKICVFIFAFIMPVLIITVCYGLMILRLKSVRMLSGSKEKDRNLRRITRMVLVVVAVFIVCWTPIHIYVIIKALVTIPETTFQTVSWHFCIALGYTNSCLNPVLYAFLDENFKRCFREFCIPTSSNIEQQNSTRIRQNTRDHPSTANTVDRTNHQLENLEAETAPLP
Target sequence (P41143 whole entry, looked up): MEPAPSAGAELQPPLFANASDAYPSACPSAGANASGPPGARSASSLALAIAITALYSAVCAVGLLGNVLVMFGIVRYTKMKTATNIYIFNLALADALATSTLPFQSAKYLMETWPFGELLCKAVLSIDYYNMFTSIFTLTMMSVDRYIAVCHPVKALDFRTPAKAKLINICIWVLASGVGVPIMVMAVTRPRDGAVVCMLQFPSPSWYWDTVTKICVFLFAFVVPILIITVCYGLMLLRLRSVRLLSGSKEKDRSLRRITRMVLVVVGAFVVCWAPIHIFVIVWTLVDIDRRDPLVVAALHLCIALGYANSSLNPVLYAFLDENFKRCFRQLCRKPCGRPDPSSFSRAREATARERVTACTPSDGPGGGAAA
HTR5A inv ag – HTR5A inverse agonism, opioid heterodimer counter-screen | P47898 | HTR5A cell line, luminescence | inhibition, % at 9.3 µM | 0.083% of 340,000 active | AID 504634; in the data active means inhibition mostly above about 23%, no sharp cut-off; inactive means mostly below about 18%;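 further: 0% = cells with DMSO and 100% = no-cell wells with DMSO; some compounds called inactive have numbers as strong as hits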
Ecoli viability – bacterial growth inhibition, counter-screen for AddAB inhibitors; E. coli V3065 growth, OD600 absorbance, 18 h; inhibition, % at 11.9 µM; 0.27% of 330,000 active; AID 449728;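 active means inhibition above the campaign's mean inhibition across all tested compounds plus 3 SD, cut at about 9.9% in these data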;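 further: uninfected addAB+ strain grown without phage in ampicillin broth; 0% = DMSO wells and 100% = ciprofloxacin 0.95 µg/ml wells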
MOR-DOR inv ag – mu-delta opioid heterodimer inverse agonism; 0.21% of 340,000 active; inhibition, % at 9.3 µM; cell-based MOR-DOR heterodimer luminescence; in the data active means inhibition above about 22%, passing the limit was not always enough;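 further: 0% = cells with DMSO and 100% = wells without cells with DMSO; values of inactives mirror those of a sister screen read the other way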
AddAB inh – less growth of phage-infected E. coli with AddAB | inhibition, % at 11.9 µM | 0.29% of 330,000 active | E. coli expressing H. pylori AddAB, absorbance growth; in the data active means inhibition above about 12%;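 further: 0% = vehicle wells of infected cells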
phage Ecoli inh – E. coli growth loss with phage present | growth absorbance | inhibition, % at 11.9 µM | 0.26% of 360,000 active | AID 651602; in the data active means inhibition above about 11%
Starred values were filed as active, the others as inactive; · = no result given.

Sequence of screens: MOR-DOR inv ag | AddAB inh | PfHsp90 yeast 2 | HTR5A inv ag | PKA-R1A act | SUMO Mot1 rescue | OPRM1-OPRD1 ag | PKA-R2B activ | Tat transport | Ecoli viability | phage Ecoli inh
COc1ccc(OC)c(/C=N/NC(=O)CNC(=O)c2ccc(S(=O)(=O)N3CCOCC3)cc2)c1
  15 | -0.2 | -1 | 2 | -6 | 32 | -2.7 | -5 | -3 | -2.6 | 2.5
Nc1c(C(=O)N2CCCCCC2)oc2ccccc12
  11 | 5.7 | -15 | 16 | 3 | 10 | -2.1 | 3 | 1 | -0.7 | 1.9
C/C(=N\NC(=O)COc1ccc([N+](=O)[O-])cc1)c1ccco1
  8 | 3.7 | · | 7 | -12 | -2 | -1.8 | -14 | -5 | 0.3 | -1.7
Cc1ccc(CN2[C@@H](Cc3ccccc3)C(=O)CS2(=O)=O)cc1
  14 | -0.3 | 2 | -17 | -12 | 11 | -2.3 | -16 | 8 | -1.2 | 2.5
CCCCn1nc2cc(C(=O)NCc3ccc(OC(F)(F)F)cc3)ccc2c1OC
  13 | 2.1 | · | 6 | -11 | 28 | -2.4 | -2 | 8 | -1.6 | 3.8
CCCN1CCN(C(=O)CCn2c(=O)c3cccn3c3cccnc32)CC1
  -8 | 3.2 | 10 | 17 | 8 | -7 | 1.5 | 3 | -12 | -0.7 | 2.1
Cc1sc(NC(=O)c2cccs2)nc1-c1ccccc1
  -58 | 3.3 | · | -22 | -6 | 5 | 11 | 0 | 10 | -1.9 | 2.4
CC(=O)Nc1ccc(-c2csc(NC(=O)CC(NC(C)=O)c3ccccc3)n2)cc1 (centres undefined)
  18 | 1.4 | 5 | -22 | -6 | -1 | -3.4 | -3 | -4 | 0.3 | 3.0
O=C(O)c1ccccc1C(=O)c1ccc(N2CCOCC2)c([N+](=O)[O-])c1
  20 | 1.9 | 8 | 4 | 5 | -8 | -4.2 | -1 | -4 | -2.6 | 1.7
O=C(c1cccc(Oc2ccc([N+](=O)[O-])cc2)c1)N1CCOCC1
  21 | -0.3 | -4 | -8 | 4 | -9 | -3.9 | 12 | 2 | 2.4 | 0.9
COc1ccc2cc3c(N)nn(C(=O)c4cccc(F)c4)c3nc2c1
  4 | -1.0 | -20 | 17 | -9 | 6 | -0.7 | 0 | -5 | -0.5 | 0.0
COc1ccc(-c2cc(C(=O)NCc3ccccc3)no2)cc1OC
  9 | -0.1 | 11 | 1 | -13 | -10 | -1.6 | -6 | -2 | 1.3 | 2.5
CN=C(C)/C(C(=O)OC)=C(/O)c1c(F)cccc1F
  -3 | 2.6 | -1 | 18 | -3 | -11 | 0.5 | 2 | -2 | -0.4 | 2.3
CCN(CC(=O)Nc1ccc(OC)cc1)C(=O)c1ccc2ccccc2c1
  14 | 2.0 | · | 8 | -1 | -4 | -2.7 | -2 | -4 | -2.8 | 3.9
O=C(NCC(=O)N(Cc1cccs1)C(C(=O)NC1CCCC1)c1ccncc1)c1ccco1 (centres undefined)
  13 | 0.0 | 20 | -22 | 4 | -5 | -2.1 | -3 | 9 | -0.6 | 1.8
CC(=O)Nc1ccc(NC(=O)CSc2nnc(-c3cccs3)n2C)cc1
  -8 | 3.8 | 5 | -20 | 4 | -3 | 1.0 | -9 | 0 | 0.1 | 0.3
O=C(CNC(=O)c1ccc(Br)o1)Nc1ccncc1
  -5 | 0.8 | · | 13 | -5 | -5 | 0.8 | -18 | -2 | 0.8 | -1.0
CN(C)c1ccc(CN2CCC(C(N)=O)CC2)cc1
  13 | -0.9 | -19 | -17 | -8 | -6 | -2.8 | -11 | -7 | -0.2 | 1.3
COc1cc(/C=C/C(=O)OCc2csc(CC(=O)Nc3ccc(C)cc3)n2)ccc1OCC#N
  -1 | -0.6 | 9 | 18 | 16 | -10 | 0.3 | 9 | 2 | -3.2 | 0.7
O=C(O)COCC(=O)Nc1ccc(-n2cnnn2)cc1
  -6 | 3.1 | -15 | -27 | -4 | -27 | 1.1 | 2 | -5 | -0.5 | 2.9
O=C(CN1C(=O)c2ccccc2S1(=O)=O)NC1CCCCC1
  -12 | 0.4 | -7 | -16 | 3 | 9 | 1.5 | -1 | -1 | -0.8 | -0.4
O=C1CCN(Cc2ccc([N+](=O)[O-])cc2)CCN1[C@H](CO)Cc1ccccc1
  10 | 1.6 | 0 | 11 | 5 | 743 | -1.9 | -4 | 2 | 0.2 | 2.4
CC(C)(C)c1ccc(C(=O)N2CCC(=O)N(C(COCc3ccccc3)Cc3ccccc3)CC2)cc1 (centres undefined)
  -58 | 3.1 | 6 | 2 | -3 | -36 | 10 | -7 | 26 | -0.3 | -1.3
CCOc1ccc(-c2nc(C#N)c(N3CCN(C)CC3)o2)cc1
  9 | 2.3 | -20 | -1 | 0 | 63 | -1.6 | 5 | 0 | 0.1 | 5.0
CCOc1ccc2nc(N=NC3=C(O)CC(C)(C)CC3=O)sc2c1
  16 | -3.8 | -20 | 10 | -2 | -3 | -3.1 | -8 | 0 | -4.1 | 1.9
O=C(NCCN1CCOCC1)c1ccc(CSc2nc3ccncc3n2Cc2ccc(F)cc2)cc1
  0 | 0.4 | 25 | 12 | 5 | -11 | 0.0 | -6 | 1 | -0.8 | 1.4
Cn1c(NCC(O)c2ccccc2)nc2c1c(=O)n(Cc1ccc(Cl)cc1)c(=O)n2C (centres undefined)
  -10 | 3.1 | -1 | -9 | -10 | -2 | 2.4 | -5 | 7 | 0.0 | 1.8
COc1ccc(N(C(=O)c2snc(C(N)=O)c2N)C(C(=O)NC2CCCC2)c2ccc(F)cc2)c(OC)c1 (centres undefined)
  18 | 1.6 | -6 | 17 | -15 | 35 | -3.5 | 5 | 8 | -4.0 | -0.2
CCOC(=O)c1ccc(-n2c(C)nc3c(cnn3-c3ccccc3C)c2=O)cc1
  15 | 0.8 | -1 | -19 | -10 | 1 | -3.0 | -14 | 6 | -0.9 | -1.0
CCOC(=O)C1=C(COC(=O)/C=C/c2cc(OC)c(OC)c(OC)c2)NC(=O)NC1C (centres undefined)
  11 | -1.4 | -10 | -1 | 2 | -4 | -2.1 | -4 | 4 | 2.4 | 1.5

Continued.
Sequence of screens: MOR-DOR inv ag | AddAB inh | PfHsp90 yeast 2 | HTR5A inv ag | PKA-R1A act | SUMO Mot1 rescue | OPRM1-OPRD1 ag | PKA-R2B activ | Tat transport | Ecoli viability | phage Ecoli inh
O=C(CC12CC3CC(CC(C3)C1)C2)Nc1nncs1
  8 | 0.5 | -2 | -12 | 2 | -5 | -1.1 | 4 | 9 | -1.0 | 2.8
O=C(Nc1oc2ccc(Cl)cc2c(=O)c1-c1ccc(F)cc1)c1ccco1
  11 | 3.5 | 11 | -8 | 12 | 113 | -2.1 | -8 | -6 | 0.8 | 2.3
O=C(c1cccc(COc2ccc(Cl)cc2Cl)c1)N1CCN(c2ccccn2)CC1
  -8 | 4.3 | 11 | 5 | -13 | -5 | 1.8 | -8 | 6 | 1.2 | 1.4
CC(=O)N1N=C2/C(=C/c3ccccc3)CCCC2C1c1ccccc1 (centres undefined)
  -37 | -0.3 | -6 | -20 | -14 | -21 | 7.0 | -4 | 9 | 0.1 | 4.1
FC(F)Oc1ccc(-c2c[n+]3c(n2-c2ccccc2)CCCCC3)cc1
  12 | 2.4 | -7 | -25 | -14 | 0 | -2.4 | -9 | 1 | -2.0 | 2.1
Cc1ccc(C(=O)c2nc(C(=O)NCCO)nc3ccccc23)cc1
  -10 | 2.5 | 13 | 2 | 4 | 33 | 1.8 | 5 | -4 | 2.5 | 0.2
CCOc1ccc(S(=O)(=O)N2CCN(C(=S)NCc3ccco3)CC2)cc1
  10 | 0.4 | -16 | 5 | -5 | -1 | -2.3 | -4 | 1 | 0.3 | 2.2
CC(C)c1ccc(S(=O)(=O)N2CCN(C(C)C(=O)N3CCCC3)CC2)cc1 (centres undefined)
  13 | 1.8 | 39 | -1 | 9 | 6 | -3.5 | -2 | 3 | -2.8 | 6.6
CCCCCOc1ccc(C(=O)N(Cc2ccco2)C2CCS(=O)(=O)C2)cc1 (centres undefined)
  -6 | 0.3 | -15 | -6 | -9 | 56 | 1.1 | -4 | 16 | 0.5 | -1.6
O=C(CN1C(=O)S/C(=C\c2ccc(O)c([N+](=O)[O-])c2)C1=O)Nc1ccc(N2CCOCC2)cc1
  7 | · | -13 | -1 | -8 | 6 | -2.0 | -11 | -1 | · | 0.5
Nc1cc(C(=O)O)ccc1Nc1ccc(F)c(F)c1
  -15 | 1.6 | 7 | -19 | 8 | -22 | 3.3 | -10 | -7 | -1.6 | 1.4
Cc1cc(-c2cccc(Br)c2)c(C#N)c(N)n1
  6 | 3.0 | -28 | 39 | -5 | 61 | -1.2 | 4 | -3 | -0.4 | 1.3
COc1cc(OC)c(NC(=O)c2ccco2)cc1Cl
  -5 | 1.3 | · | -20 | -3 | -14 | 0.9 | -13 | -3 | 0.4 | 3.6
CCN(CC)C(=O)C(C)OC(=O)COc1ccc(Cl)cc1Cl (centres undefined)
  6 | 0.5 | -5 | -4 | 0 | -16 | -1.2 | 0 | -9 | 2.3 | 3.0
COc1ccc(Cl)c(NC(=O)Cn2nnc(-c3ccccc3N)n2)c1
  -11 | 4.0 | 13 | 6 | -11 | 0 | 1.7 | -26 | -1 | 0.9 | 0.7
CCN1CCN(C(=O)c2cn(CCOC)c(=O)c3c2c2ccccc2n3C)CC1
  14 | 0.2 | 23 | 15 | -8 | -9 | -2.6 | -4 | 1 | -0.2 | 0.9
COc1ccc(CCn2c(C)c(C(C)=O)c3cc(OC(=O)c4ccco4)ccc32)cc1OC
  -4 | -1.5 | -9 | -21 | -3 | 6 | 0.6 | 4 | 10 | 0.0 | 0.5
N=C1c2ccccc2CN1NC(=O)CC12CC3CC(CC(C3)C1)C2
  -10 | 2.0 | 3 | -24 | -7 | 0 | 1.7 | 5 | 0 | 2.8 | 4.6
Cc1ccc(-c2nc(-c3cccnc3)no2)c(C)c1
  -35 | 2.6 | · | -4 | -12 | · | 6.4 | 0 | -1 | 2.1 | 3.5
CN(C)c1ccc(CNC(=O)c2cc(S(=O)(=O)N3CCCC3)cn2C)cc1
  10 | -1.3 | -9 | 0 | -2 | -14 | -1.8 | 4 | 7 | -1.3 | 3.1
COc1ccccc1NC(=O)c1ccc2c(c1)nnn2C
  7 | 3.3 | 16 | -27 | 1 | -7 | -1.3 | 0 | 7 | 2.6 | 2.5
COc1ccc(NC(=S)N(CCc2ccc(OC)c(OC)c2)Cc2ccccn2)cc1
  5 | 0.4 | 4 | -13 | -13 | 287 | -1.0 | -4 | -2 | 0.2 | 3.8
COc1cc(/C=C/C(=O)c2ccc(C)cc2)ccc1OCC#N
  -10 | 0.3 | 3 | -14 | -9 | 10 | 1.9 | -12 | 12 | -3.5 | 4.8
